Screens (PubChem)
LYPLA1 inh = counter-screen for PME1 inhibitors: inhibitors of human LYPLA1. O75608. recombinant LYPLA1, FP-Rh probe fluorescence polarization. inhibition, % at 5.9 µM. actives 0.16% (n = 320,000). AID 2174;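 active = inhibition above the mean of all tested compounds plus 3 SD, set per campaign, cut at about 14% in these data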;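 also: inhibitors block serine hydrolase probe labeling of LYPLA1 so polarization falls; 0% = enzyme with DMSO and 100% = wells lacking LYPLA1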
PAD4 FP inh = inhibitors of human PAD4; Q9UM07; recombinant PAD4, RCA probe fluorescence polarization; inhibition, % at 6.36 µM; actives 0.41% (n = 330,000); AID 485272;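 active = percent inhibition above a cutoff equal to the mean of all tested compounds plus 3 SD, cut at about 15% in these data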;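 also: 0% = PAD4 with RCA probe and DMSO and 100% = probe without PAD4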
PAFAH1B3 FP inh = PAFAH1B3 (human) inhibition | Q15102 | recombinant PAFAH1B3, FP-rhodamine probe, fluorescence polarization | inhibition, % at 3.39 µM | actives 0.28% (n = 340,000) | AID 492972;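 active = inhibition above the screen-wide average of all tested compounds plus 3 SD, cut at about 25% in these data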;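 also: 0% = enzyme with DMSO only and 100% = wells lacking PAFAH1B3 protein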
Target sequence (Q15102 whole entry, looked up): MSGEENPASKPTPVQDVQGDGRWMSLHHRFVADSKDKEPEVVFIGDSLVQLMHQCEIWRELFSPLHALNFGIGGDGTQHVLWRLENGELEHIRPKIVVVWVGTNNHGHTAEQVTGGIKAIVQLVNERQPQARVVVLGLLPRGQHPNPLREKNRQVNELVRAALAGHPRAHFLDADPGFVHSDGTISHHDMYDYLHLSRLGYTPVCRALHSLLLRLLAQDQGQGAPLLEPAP
PME-1 inh = blocks human protein phosphatase methylesterase 1; Q9Y570; recombinant PME-1, FP-Rh probe fluorescence polarization; inhibition, % at 5.9 µM; actives 0.53% (n = 320,000);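 active = inhibition above the campaign mean of all compounds plus 3 SD, cut at about 26% in these data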;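 also: competitive labeling of PME-1 active site by serine hydrolase directed probe; 0% = PME-1 with DMSO and 100% = wells lacking PME-1 enzyme; inhibitors block probe labeling so polarization falls and inhibition rises; many of its hits are not listed in these tables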
Target sequence (Q9Y570 whole entry, looked up): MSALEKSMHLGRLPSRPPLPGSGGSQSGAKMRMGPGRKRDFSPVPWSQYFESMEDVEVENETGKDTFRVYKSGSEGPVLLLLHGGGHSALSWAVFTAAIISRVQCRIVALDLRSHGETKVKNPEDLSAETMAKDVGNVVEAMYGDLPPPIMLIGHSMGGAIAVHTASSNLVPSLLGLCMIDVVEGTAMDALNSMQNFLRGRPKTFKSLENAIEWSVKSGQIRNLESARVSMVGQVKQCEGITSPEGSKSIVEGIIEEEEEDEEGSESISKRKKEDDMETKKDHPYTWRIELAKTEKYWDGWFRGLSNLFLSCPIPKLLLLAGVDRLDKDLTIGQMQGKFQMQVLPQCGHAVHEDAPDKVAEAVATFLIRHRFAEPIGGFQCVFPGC
PAFAH1B2 FP inh = blocks human PAF acetylhydrolase 1b catalytic subunit 2. inhibition, % at 3.39 µM. actives 1.2% (n = 340,000). AID 492953. recombinant PAFAH1B2, FP-rhodamine activity probe, fluorescence polarization. P68402;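 active = inhibition above the mean of all tested compounds plus 3 SD, cut at about 24% in these data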;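 also: 0% = enzyme with DMSO and 100% = wells lacking PAFAH1B2; many of its hits are not listed in these tables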
GSTO1 inh = counter-screen for RBBP9 inhibitors: inhibitors of human GSTO1; P78417; recombinant GSTO1, activity-based probe fluorescence polarization; inhibition, % at 5.96 µM; actives 1.1% (n = 300,000); AID 1974;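 active = inhibition above the campaign mean inhibition plus 3 SD, cut at about 35% in these data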;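 also: 0% = GSTO1-1 with DMSO and 100% = wells lacking GSTO1-1 enzyme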
LYPLA2 counter = LYPLA2 (human) inhibition in PME1 counter-screen | AID 2177 | recombinant LYPLA2, FP-Rh probe fluorescence polarization | actives 0.38% (n = 320,000) | inhibition, % at 5.9 µM;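 active = inhibition above the screen-wide mean plus 3 SD, limit set per campaign, cut at about 26% in these data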;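 also: 0% = LYPLA2 with DMSO and 100% = wells lacking LYPLA2 enzyme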
pPAFAH inh = inhibitors of human plasma PAF acetylhydrolase (pPAFAH); Q13093; recombinant pPAFAH, FP-rhodamine probe fluorescence polarization; inhibition, % at 3.39 µM; actives 1.5% (n = 330,000);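 active = inhibition above the mean inhibition across the screen plus 3 SD, cut at about 25% in these data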;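 also: inhibitors block binding of the rhodamine activity-based probe so polarization drops; 0% = enzyme with DMSO and 100% = wells lacking pPAFAH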
Target sequence (Q13093 whole entry, looked up): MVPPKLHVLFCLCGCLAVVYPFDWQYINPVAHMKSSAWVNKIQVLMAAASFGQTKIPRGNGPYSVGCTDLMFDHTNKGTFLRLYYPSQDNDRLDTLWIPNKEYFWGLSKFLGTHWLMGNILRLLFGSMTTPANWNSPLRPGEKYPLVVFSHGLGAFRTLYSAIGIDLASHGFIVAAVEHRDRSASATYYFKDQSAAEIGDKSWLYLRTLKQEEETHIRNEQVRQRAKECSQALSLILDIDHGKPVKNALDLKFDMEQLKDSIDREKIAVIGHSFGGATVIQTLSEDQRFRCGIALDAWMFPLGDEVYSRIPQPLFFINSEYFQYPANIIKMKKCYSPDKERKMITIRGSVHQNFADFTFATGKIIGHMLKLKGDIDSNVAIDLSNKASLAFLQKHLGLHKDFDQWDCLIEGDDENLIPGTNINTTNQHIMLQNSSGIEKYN
PREPL inh = inhibitors of human prolyl oligopeptidase-like enzyme PREPL; Q4J6C6; recombinant PREPL, fluorescence polarization activity-based probe; inhibition, % at 5.96 µM; actives 0.68% (n = 320,000); in the data active = inhibition above about 43%;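 also: 0% = enzyme with DMSO and 100% = wells lacking enzyme; many of its hits are not listed in these tables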
* marks the source's active call; other numbers are inactive results; . = no result given. This is a subset; the hit share may differ from the screen's.

SMILES	LYPLA1 inh	PAD4 FP inh	PAFAH1B3 FP inh	PME-1 inh	PAFAH1B2 FP inh	GSTO1 inh	LYPLA2 counter	pPAFAH inh	PREPL inh
COc1ccc(CNc2nc3nc(C)c(Cl)c(=O)n3[nH]2)cc1	0	-2	9	-1	17	-8	1	0	-10
Cc1nn(CCCC(=O)NCCCN2CCN(C)CC2)c(=O)c2c1sc1ccccc12	-2	1	4	-1	1	-1	2	-1	14
Cc1cnc(C(=O)Nc2ccc(C)c(S(=O)(=O)N(C)C)c2)cn1	-4	1	4	0	-1	-2	-10	-8	7
O=C(CN1CCN(C(=O)c2ccccc2F)CC1)Nc1ccc(Br)cc1	-4	-12	-4	-1	-2	7	-10	-4	13
COc1ccccc1CNC(=O)C1(NC(=O)Nc2ccc(C)cc2)CCCCC1	0	-2	1	-1	0	-1	-3	0	1
COc1ccc(OC)c(N(CC(=O)NCc2ccccn2)S(C)(=O)=O)c1	0	-2	9	-1	-2	-3	-5	7	1
NC(=O)CSC1=Nc2ccccc2C2=NC(CCC(=O)NCc3ccc(F)cc3)C(=O)N12 (configuration not stated)	-2	0	14	-5	-1	10	4	-5	4
COc1ccc(C2C(C(C)=O)=C(O)C(=O)N2c2nccs2)cc1 (configuration not stated)	-1	1	0	0	7	-2	-3	0	-13
CC(C)c1ccc(NC(=O)CN2C(=O)NC3(CCCCCCC3)C2=O)cc1	.	4	10	.	6	.	.	7	10
COc1ccc(N2CCN(C(=O)COC(=O)COc3cc(C)cc(C)c3)CC2)cc1	2	-1	-2	1	2	17	3	13	2
COc1ccc(OC)c(NC(=O)c2c(NC(=O)CNCc3ccco3)sc3c2CCC3)c1	1	2	6	-3	-1	3	5	1	13
O=C(CNC(=O)c1cccs1)N/N=C/c1ccco1	-1	1	3	1	7	-1	2	2	4
CCOc1ccc(C(=O)NC2CCN(CC(=O)NCc3cccs3)CC2)cc1	-6	0	-1	1	-7	2	4	-1	6
COC(=O)c1ccc(=O)n(-c2ccc(OC)cc2)c1	-4	2	-3	-3	1	8	-1	-2	7
O=C(C[n+]1cccc2ccccc21)c1ccc([N+](=O)[O-])cc1	-1	1	11	-1	7	8	-3	4	27
CCCn1c(SCC(=O)NCCc2ccccc2)nnc1C(C)C	3	-2	0	-3	-1	-3	-4	1	11
COc1ccc(NS(=O)(=O)c2ccc(C)c(C(=O)NNC(=O)c3ccccc3O)c2)cc1	-1	-6	4	0	4	6	-1	8	-1
Cc1ccc(S(=O)(=O)NC(=O)Nc2nnc(C3CC3)s2)cc1	4	0	3	-5	5	10	6	-5	7
CC(NCCC1(C(C)C)CCOC(C)(C)C1)c1cccs1 (configuration not stated)	1	2	2	5	3	9	2	4	11
CC(C)Cn1c(N)c(C(=O)COC(=O)CC23CC4CC(CC(C4)C2)C3)c(=O)n(C)c1=O	-9	1	-5	-11	17	-6	-22	-1	-1
O=C(CCl)c1cc2c3c(c1)CC(=O)N3CCC2	-1	4	1	5	0	52*	0	3	-5
CC1=C(C(=O)Nc2ccccc2)C(c2ccc(Cl)cc2)n2c(s/c(=C/c3cccc(OCC(=O)O)c3)c2=O)=N1 (configuration not stated)	-5	0	2	-7	0	-6	-8	2	-28
COc1ccc(OC)c(C(=O)COC(=O)c2ccc([N+](=O)[O-])o2)c1	.	-13	-2	.	4	.	.	0	11
O=C(O)/C=C\C(=O)Nc1ccc(OC(F)F)cc1	-1	-4	7	1	3	8	0	1	-3
CC1CCCC(NC(=O)c2ccc(COc3ccccc3)o2)C1C (configuration not stated)	2	-7	2	7	6	0	2	-1	17
Later entries
SMILES	LYPLA1 inh	PAD4 FP inh	PAFAH1B3 FP inh	PME-1 inh	PAFAH1B2 FP inh	GSTO1 inh	LYPLA2 counter	pPAFAH inh	PREPL inh
Cc1ccc(S(=O)(=O)Cn2nnnc2C(C(C)C)N2CCSCC2)cc1 (configuration not stated)	2	0	1	3	13	-3	8	1	16
Oc1ccc2ccccc2c1N=Nc1ccc(F)cc1	5	-3	-43	-69	-42	-53	29*	-6	-37
Cc1ccnc(NC(=O)c2ccc(Cl)c(S(=O)(=O)N3CCCC3)c2)c1	1	0	1	-2	-1	2	5	5	11
CCC(NC(=O)c1ccc([N+](=O)[O-])cc1[N+](=O)[O-])c1ccccc1 (configuration not stated)	3	-4	6	0	7	5	3	4	8
CCCCCN(C(=O)CCC(=O)OCCOc1ccc(OC)cc1)c1c(N)n(CCCC)c(=O)[nH]c1=O	1	3	2	-1	10	0	-3	-1	-1
N#Cc1cnn2c(C(F)(F)F)c3c(nc12)CCCC3	-2	0	8	0	1	3	0	3	3
CN(Cc1ccccc1)S(=O)(=O)c1ccc(Cl)c(C(=O)OCC(=O)NC2CCS(=O)(=O)C2)c1 (configuration not stated)	.	-6	5	.	4	.	.	4	26
CCOC(=O)c1cc(-c2ccco2)nn1-c1ccc(C)cc1	-5	-4	0	-3	3	0	-2	9	-6
Nc1c(Br)cc2oc(-c3ccccc3)nc2c1Br	-1	3	8	-5	0	0	-8	4	3
COCCN(CCOC)S(=O)(=O)c1ccc(Cl)nc1	3	2	11	-3	0	-1	7	-1	32
COc1cc(/C=N/NC(=O)C2COc3ccccc3O2)ccc1O (configuration not stated)	2	1	11	-2	7	9	1	4	4
O=C(NCCN1C(=O)S/C(=C\c2ccc(Cl)c([N+](=O)[O-])c2)C1=O)C1=COCCO1	3	7	10	3	4	20	3	10	12
N#CCCN(C(=O)COC(=O)CCN=C1NS(=O)(=O)c2ccccc21)c1ccc(F)cc1	1	-3	2	-4	3	9	1	1	-3
COCCn1cnnc1SCC(=O)Nc1ccc(Br)cc1F	-1	4	9	5	-2	-3	-7	3	-14
O=C(O)CC(NS(=O)(=O)c1ccc(Br)cc1)c1ccco1 (configuration not stated)	2	2	1	6	28*	9	6	0	8
Cc1ccc(C(=O)CCC(=O)OCc2nnc(-c3ccccc3)o2)cc1	0	0	2	-1	0	-15	-2	21	-25
Cc1ccc(Cn2ccc(NC(=O)c3cc(-c4ccco4)on3)n2)cc1	-14	-10	-30	-8	-22	-15	-19	7	-5
COc1ccc(CNC(=O)COC(=O)c2ccc3ccccc3n2)cc1	.	1	8	.	2	.	.	19	3
Cc1c(OCC(=O)NCCCN2CCCC2=O)ccc2c3c(c(=O)oc12)CCC3	0	-3	5	3	-2	5	1	1	7
O=C(CCc1nc2ccccc2c(=O)[nH]1)NNC(=O)c1cccc(Cl)c1	1	-1	1	6	6	-3	2	7	14
COc1ccc(/C=N/NC(=O)C2C(C=C(Cl)Cl)C2(C)C)c(OC)c1 (configuration not stated)	-4	6	-1	3	3	-12	-13	-3	9
CCOC(=O)C1=C(N)OC(C)=C(C#N)C1c1ccco1 (configuration not stated)	2	0	6	2	2	2	-3	-4	10
O=c1[nH]nc(SCc2nnc(-c3cccc(Cl)c3)o2)n1C1CCCCC1	0	-1	5	3	3	-5	0	4	4
Nc1nonc1-n1nnc(C(=O)N/N=C/c2ccncc2)c1CSc1ccc(Cl)cc1	-6	-2	6	-9	1	8	1	-2	10
O=C(O)c1cccc(NC(=O)c2cn(-c3ccccc3)nc2-c2cc3ccccc3o2)c1	-29	-1	-10	-41	-10	-66	-39	-12	-8
Next records.
SMILES	LYPLA1 inh	PAD4 FP inh	PAFAH1B3 FP inh	PME-1 inh	PAFAH1B2 FP inh	GSTO1 inh	LYPLA2 counter	pPAFAH inh	PREPL inh
COC1CCCCC1Nc1ccc(C)c(C)c1 (configuration not stated)	-2	4	6	-7	2	-9	-4	2	0
CCOc1cc(Br)c(C=O)cc1OCC	6	-2	13	3	-3	-5	6	4	5
Cc1csc2c(SCC(=O)NNC(=O)C(Cl)Cl)ncnc12	-2	-3	.	-1	.	16	2	5	1
CC(=O)N1c2c(cc(Br)cc2S(=O)(=O)NCc2ccc3c(c2)OCO3)CC1C (configuration not stated)	3	5	6	3	3	10	4	-1	8
Oc1ccc(Cl)cc1C=NCCc1ccccc1	3	-2	2	2	1	2	1	2	7
O=C(CSc1ncnc2c1oc1ccccc12)NCc1ccco1	0	-8	9	0	-1	-2	-3	2	-1
CCN(CC)C(=O)C1CCCN(C(=O)Nc2ccc(NC(=O)N3CCCC(C(=O)N(CC)CC)C3)cc2)C1 (configuration not stated)	3	-4	4	2	-5	8	1	0	5
Cc1ncc(S(=O)(=O)c2ccc(Cl)cc2)c(N)n1	-1	2	2	1	20	3	-2	-6	2
Cc1cc(NC(=O)c2cccc(S(=O)(=O)N3CCCC3)c2)no1	1	1	-5	-8	-2	-5	-1	-3	9
CC1CCN(Cc2c(C(=O)N/N=C/c3ccccc3O)nnn2-c2nonc2N)CC1	-4	2	13	-6	6	1	0	2	3
CCOC(=O)/C(C#N)=C/c1cc2ccccc2nc1N1CCCCC1	-3	-4	-4	3	0	3	-1	-1	0
CCOc1cc(/C=N/NC(=O)c2cc(C)n(-c3ccc(F)cc3)c2C)ccc1O	-4	0	11	17	7	23	1	14	21
O=C(Nc1c(-c2cccs2)nc2ccccn12)c1ccc2ccccc2c1	-11	0	.	-29	.	-3	-7	-1	29
Fc1nc(F)c(F)c(NCCCNc2c(F)c(F)nc(F)c2F)c1F	-6	-6	14	-7	4	4	-3	-3	9
CC1=Nc2cc(C(=O)NCCCOC(C)C)ccc2Sc2ccccc21	0	-1	-5	0	3	-3	0	7	1
CNC(=S)NNC(=O)c1cccn(Cc2ccccc2)c1=O	-4	-2	4	-6	5	4	-4	1	-5
O=C(O)CCc1ccc(-c2ccc(Cl)cc2)n1CCC(=O)O	3	-1	-2	0	9	7	6	5	10
CC1(C)c2[nH]c3ccccc3c2C[C@@H]2C(=O)N(Cc3ccc(F)cc3)C(=O)N21	-1	2	-9	6	5	-4	-4	2	15
S=C(NCc1ccc(Cl)cc1)Nc1ccc(Cl)cc1Cl	-4	-3	0	-3	4	-3	-4	1	-2
O=C(COc1ccc2oc(-c3ccccc3)cc(=O)c2c1)Nc1ccccc1	2	-2	1	10	1	-8	1	-1	-5
Cc1nn(Cc2ccc(F)cc2)c(C)c1NC(=O)c1cccnc1Cl	1	2	7	-10	-1	12	-2	-3	2
Cc1cccc(C(=O)OCC(=O)NC(C)CCc2ccccc2)c1 (configuration not stated)	0	-2	3	6	0	-1	1	7	-37
N#CC1(P(=O)(c2ccccc2)c2ccccc2)CCCC1	0	-4	6	0	1	1	-5	-3	-1
CS(=O)(=O)c1ccc(Cl)c(NC(=O)COC(=O)C23CC4CC(CC(C4)C2)C3)c1	1	4	1	-2	14	.	1	6	3
Cc1cccc(C(=O)Nc2cccnc2Cl)c1	0	-5	0	-7	0	-1	0	-6	10
COC(=O)c1ccccc1NC(=O)C1CC=CCC1C(=O)O (configuration not stated)	-2	-3	9	-3	-2	0	2	2	-4
O=C(NNc1cccc(Cl)c1)c1cccnc1Oc1ccccc1	2	1	1	3	5	-2	6	5	27
